Screening data: PubChem BioAssay, several laboratories
CR mimetic SO: lowers age-related superoxide in aged yeast cells. S. cerevisiae aged cells, superoxide DHE fluorescence; stronger effect = lower value. superoxide response (% of plate mean), % at 10 µM. hit rate 0.18% among 330,000;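 active = superoxide response under a set limit, about three screen SD below normal, cut at about 65% in these data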;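 also: yeast aged for seven days with compound at 30 °C before DHE staining; 100% = average MFI of all compound-treated wells on the plate with controls excluded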
PP1 inh: PP1-alpha (human) inhibition in PP5 counter-screen; P62136; purified PP1alpha, OMFP fluorescence; inhibition, % at 6.7 µM; hit rate 0.9% among 320,000;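 active = inhibition above the mean inhibition of all tested compounds plus 3 SD, computed separately for each screening campaign, cut at about 15% in these data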
TPT1 inhibitor: blocks Candida albicans tRNA 2'-phosphotransferase. recombinant caTPT1, FP RNA substrate dephosphorylation. inhibition, % at 5 µM. hit rate 0.81% among 300,000. AID 1962;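 active = inhibition above the mean of all tested compounds plus 3 SD, set per screening campaign, cut at about 24% in these data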;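 also: plate controls were DMSO alone for no effect and ferristatin control at 100 nM for full effect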
PP5 primary: blocks human protein phosphatase 5 activity. P53041. purified PP5c, OMFP substrate fluorescence. inhibition, % at 6.7 µM. hit rate 0.18% among 320,000;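 active = inhibition above the campaign's mean inhibition across all tested compounds plus 3 SD, cut at about 9.5% in these data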;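 also: 0% = DMSO only and 100% = 100 µM cantharidin control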
ZTA counter: counter-screen for EBNA-1 inhibitors: inhibitors of Epstein-Barr virus ZTA | P03206 | ZTA-DNA binding, fluorescence polarization | inhibition, % at 11 µM | hit rate 0.15% among 320,000; in the data active = inhibition above about 33%
Fh CTSL1 inh: blocks F. hepatica cathepsin L1 in PFM18AAP counter-screen | recombinant F. hepatica cathepsin L1, Z-Leu-Arg-MCA fluorescence | inhibition, % at 5.96 µM | hit rate 0.49% among 300,000;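 active = inhibition above the mean of all tested compounds plus 3 SD, set per screening campaign, cut at about 17% in these data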;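 also: 0% = plate median of test compound wells and 100% = 1 µM Z-Phe-Ala-diazomethylketone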
EBNA-1 inh: blocks EBNA-1 binding to DNA; EBNA-1 DNA binding, fluorescence polarization; inhibition, % at 14.8 µM; hit rate 0.34% among 300,000; AID 1950; in the data active = inhibition above about 28%
core dimer inh: blocks dimerization of HCV core protein | inhibition, % at 5 µM | hit rate 0.33% among 300,000 | AID 1899 | TR-FRET GST/Flag-core106 dimerization, 1536-well;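 active = inhibition above the mean of all tested compounds plus 3 SD, set per screening campaign, cut at about 45% in these data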
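Assay system: GST-tagged and Flag-tagged HCV core protein residues 1-106 / Times: compound-protein-antibody incubation 4 h at 22.5 °C / Signal: time-resolved FRET, ex 340 nm, em 617 and 671 nm / Evaluation: % inhibition based on acceptor/donor emission ratio / Benchmarks: wells lacking GST-core106 and wells with excess unlabelled core106 / Repeats: singlicate, one well per compound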
JMJD2C inh: inhibitors of human GASC-1 (JMJD2C) demethylase | GST-JMJD2C(1-420) H3K9me3 demethylation, DELFIA europium | inhibition, % at 2.35 µM | hit rate 0.069% among 330,000;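 active = more than half of a compound's replicate wells show inhibition beyond 50%, single wells judged on their own value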;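 also: signal counts dimethyl H3K9 product captured on neutravidin plate; 0% = median of DMSO wells and 100% = 0.3 times that DMSO median; strong numbers were not always called active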
* hit, by the source's call; i = inactive; . = no result given; & = joins results of further samples.

cpd	molecule	CR mimetic SO	PP1 inh	TPT1 inhibitor	PP5 primary	ZTA counter	Fh CTSL1 inh	EBNA-1 inh	core dimer inh	JMJD2C inh
1	COc1ccc(COC(=O)c2cccc(S(=O)(=O)N3CCN(C(C)=O)CC3)c2)cc1	96	8	-2	-0.8	-16	12	-1	0	27
2	CCN1c2ccccc2-c2nc3ccccc3n2C1c1cccs1 (centres undefined)	110	4	2	6.9	-2	3	-11	4	-1
3	O=C(Cc1cccs1)NCc1cccs1	118	-3	1	-0.4	7	1	22	2	4
4	CCOC(=O)c1cccc(NC(=O)CSc2nc3cccnc3n2C)c1	94	-4	-2	-0.3	1	2	1	1	.
5	COc1ccc(/C=C(\C#N)C(=O)Nc2ccccn2)cc1	81	7	-4	1.3	-21	2	-3	-7	-8
6	Cc1[nH]c2ccccc2c(=O)c1CN(C)Cc1ccccc1	106	-3	-2	-0.6	12	0	-10	3	6
7	COc1ccc(Nc2nnc(-c3ccc(C)cc3)c3ccccc23)cc1C(=O)N1CCCCC1	107	0	1	4.1	-3	-1	4	22	-3
8	CCn1c(CCC(=O)Nc2cc(F)ccc2C)nc2cc(S(=O)(=O)N(C)C)ccc21	103	0	1	1.8	-20	-2	-9	6	-24&1
9	CCN1C(=O)[C@H]2[C@@H](c3ccc(-c4ccc(F)cc4)c(OC)c3)N[C@@](CC(C)C)(C(=O)OC)[C@H]2C1=O	104	-2	-4	3.7	-17	-2	6	7	.
10	O=C(Nc1nc2c(s1)CN(Cc1ccccc1)CC2)C1CCCC1	102	-5	2	-0.9	4	-1	6	3	21
11	CCOC(=O)c1ccccc1-c1cn2cc(Cl)ccc2n1	76	2	-2	-2.8	-2	0	-5	0	4
12	Cc1ccccc1CSCC(=O)NC1CCCC1	91	-1	2	2.7	12	-3	-5	1	16
13	CN1C(=O)CS/C1=N\NC(=O)COc1cccc2cccnc12	100	-2	-5	-2.3	-3	5	7	-1	-31
14	O=C(CCN1C(=O)c2ccccc2C1=O)Nc1ccc(-c2cn3ccsc3n2)cc1	89	-1	3	2.4	9	1	24	6	5
15	OC(CCN1CCOCC1)(c1ccc(Cl)cc1)C1CCCCC1 (centres undefined)	95	-2	-2	3.2	-10	6	-1	-6	-6
16	O=C(CNc1ccccc1)N/N=C/c1ccc2c(c1)OCCO2	106	1	-3	1.3	2	-4	5	1	3
17	CCC(=O)N1CCN(c2ccnc3cc(Cl)ccc23)CC1	107	-4	5	-0.5	1	0	-3	-1	0
18	Cc1ccc(/C(O)=C2/C(=O)C(=O)N(c3ccccn3)C2c2cccc([N+](=O)[O-])c2)cc1 (centres undefined)	101	18*	-3	0.3	-10	2	6	9	3
19	CC(C)=CCc1c(O)c(CC=C(C)C)c2c(c1O)C(=O)CC(c1ccc(O)cc1)O2 (centres undefined)	103	1	-2	5.3	6	0	6	14	.
20	COc1ccc(N(CC(=O)Nc2cccc3ccccc23)S(C)(=O)=O)cc1	101	-5	3	0.9	1	0	-3	1	-4
21	CCc1ccc(N2CC(C(=O)NC3CC3)CC2=O)cc1 (centres undefined)	99	-1	-1	1.6	-5	-4	11	-18	-4
22	O=S(=O)(c1ccc(F)cc1)n1cnc2ccccc21	86	3	-4	0.3	-6	-7	-7	-12	-17
23	NC1=C(c2ccc(F)cc2)C(=O)CS1	102	1	-1	0.9	1	-1	2	1	6
24	CC(C)(C)OC(=O)NCCCCCNC(=O)c1[nH]cnc1C(=O)N[C@@H](CCCCNC(=O)OC(C)(C)C)C(=O)OC(C)(C)C	112	6	2	13*	-8	7	1	-3	2
25	COc1ccc(/C=C/c2nnc(NC(=O)CSc3ccc(C)cc3)s2)cc1	106	-4	3	1.9	2	3	0	-2	16
26	CC(=O)NC(=S)Nc1ccccc1F	98	1	-4	-0.6	16	3	-3	2	0
27	CCC(=O)c1ccc(OCC(=O)Nc2ccccc2N2CCOCC2)cc1	109	2	.	-0.5	3	.	.	.	0
28	Cc1ccc(NC(=O)Cn2c([N+](=O)[O-])cnc2C)cc1Cl	100	0	-1	1.9	4	1	-4	-3	-8
29	COc1cc(C(=O)NCC(=O)OCC(=O)N2CCc3ccccc32)cc(OC)c1OC	96	1	-2	-1.5	3	-16	0	0	10
30	c1ccc(N2CCN(Cc3cn4cccnc4n3)CC2)cc1	94	3	3	-5.7	-7	-2	3	-12	1

Quoted at random: three entries already listed
cpd	molecule	CR mimetic SO	PP1 inh	TPT1 inhibitor	PP5 primary	ZTA counter	Fh CTSL1 inh	EBNA-1 inh	core dimer inh	JMJD2C inh
3	O=C(Cc1cccs1)NCc1cccs1	118	-3	1	-0.4	7	1	22	2	4
15	OC(CCN1CCOCC1)(c1ccc(Cl)cc1)C1CCCCC1 (centres undefined)	95	-2	-2	3.2	-10	6	-1	-6	-6
22	O=S(=O)(c1ccc(F)cc1)n1cnc2ccccc21	86	3	-4	0.3	-6	-7	-7	-12	-17

Additional results follow.
cpd	molecule	CR mimetic SO	PP1 inh	TPT1 inhibitor	PP5 primary	ZTA counter	Fh CTSL1 inh	EBNA-1 inh	core dimer inh	JMJD2C inh
31	Cc1ccc(S(=O)(=O)N(C)c2ccc(C(=O)Nc3ccccc3C(=O)N3CCOCC3)cc2)cc1	100	-2	3	-0.8	7	3	-1	-2	-6
32	CCOc1cnn(-c2ccccc2)c(=O)c1Cl	98	-1	-2	-0.4	-4	8	6	-17	-14
33	S=c1nc(-c2cc(Cl)ccc2Cl)[nH][nH]1	82	-3	-6	-9.6	-13	5	-9	5	-7
34	CCn1cc(CNC(=O)c2cc(COc3ccc(F)cc3Cl)on2)cn1	116	2	-6	3.0	-24	-5	-7	1	1
35	COc1cc(NC(=O)CSc2nc3ccccc3cc2C)c(C(=O)O)cc1OC	107	0	1	1.9	9	0	-2	0	-9
36	Cn1c(=O)c2c(Nc3ccc(F)cc3)cc(=O)n(-c3ccccc3)c2n(C)c1=O	111	-2	5	-2.2	2	-2	-2	3	11
37	COc1cc(C(C)=O)ccc1OCC(O)CN1CCN(c2c(C)cccc2C)CC1 (centres undefined)	102	2	6	-1.2	-1	0	-5	-17	1
38	Cc1ccc(N(CC(=O)NC2CCCC2)C(=O)CNC(=O)c2cccs2)c(C)c1	105	3	-3	1.9	10	-1	1	4	6
39	CCCCOC(=O)c1nnc(-c2ccc(Cl)cc2)o1	100	-3	-2	-0.5	0	0	-5	1	17
40	CN(C)c1ccc(/C=C(\NC(=O)c2ccccc2)C(=O)NCc2cccnc2)cc1	92	6	51*	-1.6	12	0	4	-13	4
41	CCN1CCN(CCCNC(=O)c2cn(CCOC)c(=O)c3c2c2ccccc2n3C)CC1	125	-10	3	2.6	2	-2	-8	-7	20&7
42	O=C(OC1CCOC1=O)c1ccc(-c2nc3ccccc3s2)s1 (centres undefined)	105	3	-2	0.4	-9	4	-6	-4	18
43	CC(C)Cn1c(N)c(C(=O)CSc2ncccn2)c(=O)n(C)c1=O	99	0	0	-1.6	2	-5	0	-2	0
44	COc1ccc(S(=O)(=O)NCc2cccnc2)cc1OC	98	7	-8	0.3	-15	-2	-21	-11	12
45	CC(C)c1ccc(/C=C/C(=O)NCCC2=CCCCC2)cc1	120	-4	12	1.3	-4	2	-10	-4	3

Some of these compounds in order of length of the SMILES, descending.
cpd	molecule	CR mimetic SO	PP1 inh	TPT1 inhibitor	PP5 primary	ZTA counter	Fh CTSL1 inh	EBNA-1 inh	core dimer inh	JMJD2C inh
31	Cc1ccc(S(=O)(=O)N(C)c2ccc(C(=O)Nc3ccccc3C(=O)N3CCOCC3)cc2)cc1	100	-2	3	-0.8	7	3	-1	-2	-6
36	Cn1c(=O)c2c(Nc3ccc(F)cc3)cc(=O)n(-c3ccccc3)c2n(C)c1=O	111	-2	5	-2.2	2	-2	-2	3	11
40	CN(C)c1ccc(/C=C(\NC(=O)c2ccccc2)C(=O)NCc2cccnc2)cc1	92	6	51*	-1.6	12	0	4	-13	4
38	Cc1ccc(N(CC(=O)NC2CCCC2)C(=O)CNC(=O)c2cccs2)c(C)c1	105	3	-3	1.9	10	-1	1	4	6
35	COc1cc(NC(=O)CSc2nc3ccccc3cc2C)c(C(=O)O)cc1OC	107	0	1	1.9	9	0	-2	0	-9
43	CC(C)Cn1c(N)c(C(=O)CSc2ncccn2)c(=O)n(C)c1=O	99	0	0	-1.6	2	-5	0	-2	0
34	CCn1cc(CNC(=O)c2cc(COc3ccc(F)cc3Cl)on2)cn1	116	2	-6	3.0	-24	-5	-7	1	1
42	O=C(OC1CCOC1=O)c1ccc(-c2nc3ccccc3s2)s1 (centres undefined)	105	3	-2	0.4	-9	4	-6	-4	18
45	CC(C)c1ccc(/C=C/C(=O)NCCC2=CCCCC2)cc1	120	-4	12	1.3	-4	2	-10	-4	3
44	COc1ccc(S(=O)(=O)NCc2cccnc2)cc1OC	98	7	-8	0.3	-15	-2	-21	-11	12
33	S=c1nc(-c2cc(Cl)ccc2Cl)[nH][nH]1	82	-3	-6	-9.6	-13	5	-9	5	-7
32	CCOc1cnn(-c2ccccc2)c(=O)c1Cl	98	-1	-2	-0.4	-4	8	6	-17	-14

More structures follow:
cpd	molecule	CR mimetic SO	PP1 inh	TPT1 inhibitor	PP5 primary	ZTA counter	Fh CTSL1 inh	EBNA-1 inh	core dimer inh	JMJD2C inh
46	COc1ccc2c(c1)nc(SCC(=O)C(C)(C)C)n2C	138	-1	-2	2.0	3	2	-4	2	-4
47	COc1ccc2nc(NC(C)=O)sc2c1	94	1	-1	-0.8	4	2	5	2	6
48	C/C(=N/NC(=O)COc1cc(C)ccc1C(C)C)C(=O)O	105	2	2	1.0	0	-2	-3	-1	14
49	COc1cnn(-c2ccc(Br)cc2)c(=O)c1SCc1ccccc1	95	2	-2	2.1	5	-4	-3	-39	3
50	CCOc1ccc(S(=O)(=O)N2CCN(CC(O)COc3cccc([N+](=O)[O-])c3)CC2)cc1 (centres undefined)	104	-2	-2	1.2	-7	-10	-12	-4	13
51	Cc1ccc(NC(=O)C(C)N=C2NS(=O)(=O)c3ccccc32)cc1F (centres undefined)	99	-4	-2	1.8	1	-2	4	0	5
52	COc1ccc(C)cc1NC(=O)CSCc1ccccc1C	113	4	-6	5.3	-4	1	-12	-2	-27
53	Cc1ccc([C@@H]2CC=C(C(=O)O)[C@H](c3ccc(Cl)cc3)N2S(=O)(=O)c2ccc(C)cc2)cc1	94	11	-4	3.0	-7	-8	12	19	3
54	O=C(CN1C(=O)c2ccccc2C1=O)Nc1nc(-c2cccc([N+](=O)[O-])c2)cs1	78	-4	-3	-1.5	-12	4	-1	0	i
55	CCn1c(SCC(=O)Nc2ccc3c(c2)OCCO3)nnc1C(C)C	106	-3	-1	1.1	10	-3	-7	7	-3
56	Cc1cccc(OC(C)C(=O)OCC(=O)Nc2sccc2C(N)=O)c1 (centres undefined)	97	-2	.	2.2	-3	.	.	.	-5
57	COC(=O)C1=NN(C(=O)c2cccc(Br)c2)C(O)(c2ccc(Cl)cc2)C1 (centres undefined)	114	1	22	1.2	2	4	9	16	5
58	Brc1cc2c(cc1-c1nc3ccccc3s1)OCO2	115	0	-2	-2.2	10	7	12	15	-4
59	Cc1cc(N2CCN(C)CC2)nc2ccc(NC(=S)NCCCN3CCN(C)CC3)cc12	96	-3	4	3.5	-12	-1	-16	-1	1
60	O=C(Cc1c(F)cccc1Cl)Nc1ncc([N+](=O)[O-])s1	100	0	-5	-2.1	-8	3	10	0	4
61	N/C(=N\OC(=O)c1ccco1)c1cccc(Br)c1	76	2	-4	0.2	-13	-14	4	-2	12
